Bioassay records (PubChem BioAssay)
MMP-13 inhibitor – MMP13 (human) collagenase inhibition; P45452; MMP-13 fTHP FRET cleavage, Mca fluorescence; inhibition, % at 4 µM; 65,000 compounds, 0.07% hits;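 active = inhibition above the mean of compound-free control plate wells plus 3 SD, cut at about 14% in these data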;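 also: 0% = DMSO wells and 100% = wells with reference MMP-13 inhibitor after basal subtraction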
Autofluor 339 – intrinsic fluorescence of library compounds, ex339/em460 – biochemical, MLSMR library, data from DPM-DC assay, artefact control, profiling panel; compound autofluorescence, ex339/em460 nm, NADH buffer; stronger effect = higher value; 1 = no-compound wells, NADH background; fluorescence fold increase at 10 µM; 65,000 compounds, 5.5% hits;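 active = at 10 µM, mean starting fluorescence two-fold or more over control wells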;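 also: signal is the first read of a kinetic run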
NADH coupling – blocks coupling enzymes of NAD/NADH assays; IC50, µM (doses to about 10 µM), inactives show at the highest dose inhibition; coupled PK/LDH NADH assays, four targets; 65,000 compounds, 0.02% hits;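 active = single-dose screening hits from any of four coupled enzyme assays that gave an IC50 when retested across doses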;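 also: the DPM-DC format reads NADH fluorescence rather than 340 nm absorbance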
A340 absorber – compounds absorbing at 340 nm; compound absorbance at 340 nm, fold over control; fold change at 10 µM; 65,000 tested, under 10 active;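 active = at 10 µM dose, initial 340 nm absorbance at least 2 fold that of control wells; inactive = change under 2 fold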;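 also: initial absorbance extrapolated from kinetic A340 decline of NADH oxidation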
RORA act – activators of human nuclear receptor RORA; P35398; CHO-K1 Gal4-RORA LBD luciferase reporter, luminescence; percent increase over mock-subtracted basal signal; activation, % at 10 µM; 65,000 compounds, 1.5% hits;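 active = activation above the mean of all tested compounds plus 3 SD, cut at about 49% in these data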;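 also: 0% = DMSO-treated RORA cells and 100% = added signal equal to DMSO minus mock-transfected cells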
5HT1a antag – blocks the human serotonin 5-HT1a receptor. P08908. CHO 5-HT1a Ga15 NFAT-bla reporter, antagonist mode. inhibition, % at 10 µM. 62,000 compounds, 0.68% hits;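 active = inhibition above the mean of all tested compounds plus 3 SD, cut at about 43% in these data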;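 also: receptor stimulated by 5-CT agonist at 100 nM near EC80; beta-lactamase reporter measured by ratiometric fluorescence of a cleavable substrate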
Target sequence (P08908 whole entry, looked up): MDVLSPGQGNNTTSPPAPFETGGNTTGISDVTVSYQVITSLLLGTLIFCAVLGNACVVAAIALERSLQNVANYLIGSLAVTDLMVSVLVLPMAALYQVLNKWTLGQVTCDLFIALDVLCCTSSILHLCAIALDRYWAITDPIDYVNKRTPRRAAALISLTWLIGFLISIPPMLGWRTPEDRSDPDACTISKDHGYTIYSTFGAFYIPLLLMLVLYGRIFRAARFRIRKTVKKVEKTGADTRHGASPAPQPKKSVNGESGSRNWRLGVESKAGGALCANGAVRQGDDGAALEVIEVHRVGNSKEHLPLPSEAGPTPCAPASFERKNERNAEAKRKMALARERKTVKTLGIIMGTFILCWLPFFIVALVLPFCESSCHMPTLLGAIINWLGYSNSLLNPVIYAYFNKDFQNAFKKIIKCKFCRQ
5HT1a ag – 5-HT1a (human) receptor agonism | P08908 | CHO 5-HT1a Ga15 NFAT-bla reporter, FRET ratio; 0% basal, 100% maximal reference agonist | activation, % at 10 µM | 65,000 compounds, 0.56% hits | AID 567;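 active = activation above the screen-wide mean activation plus 3 SD, cut at about 19% in these data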;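 also: 0% = DMSO wells and 100% = 5-CT at EC100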
SF-1 act – SF-1 (human) activation. Q13285. CHO-K1 Gal4-SF-1 LBD luciferase reporter; % increase over DMSO SF-1-specific signal. activation, % at 10 µM. 65,000 compounds, 1.9% hits;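 active = activation above the mean activation of all tested compounds plus 3 SD, cut at about 50% in these data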
Target sequence (Q13285 whole entry, looked up, the tested form may be a part): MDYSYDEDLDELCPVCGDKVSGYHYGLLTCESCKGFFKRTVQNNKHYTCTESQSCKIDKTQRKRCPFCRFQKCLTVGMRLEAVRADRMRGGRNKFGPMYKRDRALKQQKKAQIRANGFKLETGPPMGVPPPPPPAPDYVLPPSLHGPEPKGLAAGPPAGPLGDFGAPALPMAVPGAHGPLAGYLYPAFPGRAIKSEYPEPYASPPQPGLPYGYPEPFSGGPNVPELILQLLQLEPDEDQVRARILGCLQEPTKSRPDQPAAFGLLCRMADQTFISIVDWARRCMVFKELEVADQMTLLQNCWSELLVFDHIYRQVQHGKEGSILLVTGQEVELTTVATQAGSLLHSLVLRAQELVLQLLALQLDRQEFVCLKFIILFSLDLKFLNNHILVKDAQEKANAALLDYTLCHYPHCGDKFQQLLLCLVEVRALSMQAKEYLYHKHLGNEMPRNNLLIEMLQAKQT
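Material: Gal4–SF-1 LBD one-hybrid luciferase reporter in CHO-K1 cells | Amount: 4,000 cells per well | Compound dosing: 10 µM single point, 1% DMSO | Schedule: 20 h compound treatment, 37 °C | Measured by: SteadyLite luciferase luminescence | Evaluation: Percent activation versus DMSO | Control set: DMSO-treated SF-1-transfected cells as negative, DMSO-treated mock-transfected cells lacking SF-1 as background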
TNAP act DEA – activates human TNAP at intermediate phosphate acceptor concentration; P05186; purified TNAP, CDP-star luminescence, 100 mM DEA, 30 min; stronger effect = higher value; scale: 0 levamisole-inhibited, 1 vehicle-only enzyme; activation factor at 20 µM; 64,000 tested, under 10 active; AID 813;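 active = activation factor of at least 2 at 20 µM, relative to controls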
Active calls of the source: *; / = not tested or not shown; [ ] = remark or other dose. Compounds were not picked by outcome. Share with any hit: about 8.9%.

SMILES	MMP-13 inhibitor	Autofluor 339	NADH coupling	A340 absorber	RORA act	5HT1a antag	5HT1a ag	SF-1 act	TNAP act DEA
CC1CCc2c(nc3ncnn3c2N2CC(C)OC(C)C2)C1 (configuration not stated)	-7	1.1	4%	1	-1	-7	2.9	-9	0.9
Cc1c(Cl)cccc1NC(=O)CCN1CCCCC1	4	1.1	5%	0.99	-10	2	1.1	8	1
COCCNC(=O)CN(c1cccc(OC)c1)S(=O)(=O)c1ccc(C)cc1	9	1.1	0%	1	-2	-3	0.6	12	1
Cc1ccc(OCCn2c(NC(=O)c3ccco3)nc3ccccc32)cc1	2	1.4	5%	1.1	-17	39	-2.5	-5	1
Cc1cc(=O)n2nc(N3CCCC(C(=O)N4CCN(c5ccccc5)CC4)C3)sc2n1 (configuration not stated)	-3	1.1	6%	1	-2	1	1.2	3	0.9
COCCCn1c(SCC(=O)Nc2ccc(C(=O)OC)cc2)nc2ccccc2c1=O	6	1.1	5%	1	-7	-8	3.4	10	0.9
COc1ccc(/C(O)=C2\C(=O)C(=O)N(CC3CCCO3)C2c2cc(OC)ccc2OC)cc1 (configuration not stated)	3	1.1	10%	1.1	-2	-3	-3.7	16	0.9
COc1ccc(OC)c(NC(=O)CSc2nnc(Cc3cccn3C)n2-c2ccc(F)cc2)c1	-7	1	3%	0.98	36	-3	0.9	9	0.9
Brc1ccc2[nH]c3nc(SCCN4CCOCC4)nnc3c2c1	2	1	4%	1	-16	3	-0.4	18	0.8
COc1ccc(-c2oc3ncn(CCN4CCOCC4)c(=N)c3c2-c2ccc(OC)cc2)cc1	-161[fluorescence artefact?]	1.5	6%	1.1	8	28	6.4	22	0.9
CN1CSC2=C(C#N)C(c3cccc(OCc4ccccc4)c3)CC(=O)N2C1 (configuration not stated)	2	0.98	6%	1.1	-8	6	0.7	20	0.9
CC(=O)Nc1ccc(S(=O)(=O)NCCc2ccccc2)cc1	1	1.1	1%	1.1	-22	5	-1.5	-20	0.9
COc1ccc(CN2CCN(C(=O)c3cccnc3)CC2)cc1Br	5	1.2	3%	1	0	-6	0.2	-11	1
Cn1nnnc1SCC(=O)NC(=O)NCc1ccccc1	6	1.1	0%	1	-7	-4	-3.3	10	1
Fc1ccc(-c2nnc(CN3CCC(c4nc5ccccc5s4)CC3)o2)cc1	1	1.1	7%	1	7	-6	0.9	0	1.1

Grouped by structure, the compounds so far containing a furan ring, fused or not
SMILES	MMP-13 inhibitor	Autofluor 339	NADH coupling	A340 absorber	RORA act	5HT1a antag	5HT1a ag	SF-1 act	TNAP act DEA
Cc1ccc(OCCn2c(NC(=O)c3ccco3)nc3ccccc32)cc1	2	1.4	5%	1.1	-17	39	-2.5	-5	1
COc1ccc(-c2oc3ncn(CCN4CCOCC4)c(=N)c3c2-c2ccc(OC)cc2)cc1	-161[fluorescence artefact?]	1.5	6%	1.1	8	28	6.4	22	0.9

(cont.)
SMILES	MMP-13 inhibitor	Autofluor 339	NADH coupling	A340 absorber	RORA act	5HT1a antag	5HT1a ag	SF-1 act	TNAP act DEA
Cc1ccnc(N2CCN(C(=O)CSc3nc4ccccc4nc3N3CCCCC3)CC2)c1	-1	1.2	10%	1	-12	30	-1.1	2	0.9
CCOC(=O)c1cc(NC(=O)c2cccnc2)cc(C(=O)OCC)c1	-2	1.1	5%	1	-17	10	-0.5	-5	0.9
O=C(Cn1nnc(-c2ccncc2)n1)N1CCc2ccccc21	1	1	8%	0.97	-9	-1	0.7	-8	0.9
O=C(OCCN1C(=O)c2ccccc2C1=O)c1cccs1	2	1.1	6%	1	-2	-2	0.7	-1	1.1
CCOC(=O)C1(c2ccccc2)NC(c2ccc(N(C)C)cc2)C2C(=O)N(C)C(=O)C21 (configuration not stated)	-5	1	3%	0.98	2	8	3.9	-14	0.9
O=S(=O)(Cc1cccc(F)c1)c1c[nH]c2ccccc12	3	1.1	1%	1	8	4	-2.4	4	0.9
CC(C)(C)OC(=O)N1CCC(c2c(C(=O)O)cnn2-c2ccccc2Cl)CC1	2	1	5%	1.1	8	-5	-2.4	11	0.9
Fc1ccc(-c2nnc(Cc3nnc(-c4ccc(F)cc4)o3)o2)cc1	-2	1.1	1%	1	-24	8	-0.8	6	1
CC(=O)Nc1nc2n(n1)C(c1ccccc1)C=C(c1ccccc1)N2 (configuration not stated)	-55[fluorescence artefact?]	1.8	12%	1.1	-17	30	-2.4	13	1
COc1cc(NC(=O)CCCC(=O)OCC(F)(F)C(F)F)nc(OC)n1	0	1.1	4%	1	-23	-22	0.5	6	1
COc1ccccc1C(=O)N1CCN(C2CCN(Cc3ccccc3)CC2)CC1	5	1	2%	1	-12	-11	-4.9	-3	0.9
O=C1c2oc3ccc(F)cc3c(=O)c2C(c2ccc(F)cc2)N1CCCN1CCOCC1 (configuration not stated)	2	1.1	5%	1	-17	-7	1.6	11	1
CCCCN1C(=O)C2C(C(=O)Nc3cccc(OC)c3)C3C=CC2(O3)C1C(=O)NC1CCCCC1C (configuration not stated)	-2	1	6%	0.97	5	-18	-0.2	-2	0.8
NC(=O)c1cc2n(n1)C(C(F)(F)F)CC(c1ccco1)N2 (configuration not stated)	6	1.1	4%	1.1	7	5	-1.1	0	0.9
O=C(c1ccc(S(=O)(=O)N2CCCCCC2)cc1)N1CCN(c2ccccn2)CC1	4	1.1	2%	1	-13	0	-0.7	0	0.9
COc1ccccc1N1CCN(C(=O)C2CCN(S(=O)(=O)c3ccc(F)cc3)CC2)CC1	-4	1	2%	1	-1	-4	0.6	-8	0.9
CCCCC(=O)NCc1ccc2c(c1)cc(C)n2C	-4	1	6%	1	3	3	-3.4	-3	/
CS(=O)(=O)NCCSCc1ccco1	2	1.1	7%	1.1	14	4	-1.3	17	0.9
Cc1cc2ncn(S(=O)(=O)N3CCOCC3)c2cc1C	3	1.1	6%	1	-3	-5	-3.4	3	0.9
CC(C)C(=O)N=c1sc2cc(F)cc(F)c2n1C	1	1.1	6%	1	9	-8	-1.2	-1	1
FC(F)(F)c1cc(-c2ccco2)nc(N2CCOCC2)n1	-1	1.1	2%	0.97	-16	-4	-1.8	4	0.8
O=C(OC(C(=O)NCc1cccs1)c1ccccn1)c1cccs1 (configuration not stated)	4	0.9	8%	1	-8	0	2.4	-10	1
O=C(CCSc1nc(-c2ccco2)cc(C(F)(F)F)n1)N1CCCc2ccccc21	1	1.1	10%	1.2	-9	-4	-0.8	-17	0.9
CCC(C)(C)n1nnnc1CN(Cc1cccs1)Cc1cc2cc(OC)ccc2[nH]c1=O	-8	1.7	7%	1	14	10	12	10	0.9
CCn1c(SCC(=O)Nc2ccc(NC(=O)c3ccco3)c(OC)c2)nc2ccccc2c1=O	0	5.2*	5%[fluoresces]	1	-11	-9	1.2	-18	0.9
c1ccc(COc2ccc(Nc3ncnc4nc[nH]c34)cc2)cc1	-2	1.1	7%	1	37	-11	-1.6	37	1
Cc1c(NC(=O)c2ccccc2N)cccc1C(=O)O	-5	1.3	5%	1.1	18	0	0.0	16	0.9
COc1ccccc1C1C(C(C)=O)=C(O)C(=O)N1CCc1ccccc1 (configuration not stated)	2	1	4%	1.1	1	-12	-0.6	-2	0.9
COC(=O)c1ccccc1NC(=O)Cn1c(SC)c(F)cnc1=O	0	1.1	4%	1.1	22	-6	-3.9	-5	1
CCCS(=O)(=O)N1CCCC(C(=O)NCCCN(C)c2ccccc2)C1 (configuration not stated)	-1	1	6%	0.98	-14	11	-1.4	0	0.9
CN(C(=O)CSc1nc2ccccc2n1CCc1ccccc1)C1CCS(=O)(=O)C1 (configuration not stated)	1	1.1	9%	1	-11	6	-1.6	-6	0.9
COC(=O)CSc1nnc(-c2ccco2)n1Cc1ccco1	4	1.2	6%	1	13	10	-1.2	-14	1
O=C(C1CCC(CNS(=O)(=O)c2cccs2)CC1)N1CCCCC1 (configuration not stated)	4	1.1	8%	0.99	17	8	1.6	2	0.9
COc1ccc(-c2cc(C(=O)N3CC4(C)CC3CC(C)(C)C4)no2)cc1 (configuration not stated)	1	1.1	7%	1	0	4	2.8	-26	0.9
COc1ccc(C(=O)N(Cc2ccco2)C(C(=O)NC2CCCC2)c2ccc(O)cc2)cc1OC (configuration not stated)	-1	1	1%	1	-2	-7	-1.7	5	0.9
CCCCOCCCNC(=O)N[C@@H](CC(C)C)C(=O)O	4	1.1	6%	0.98	13	0	-2.7	-15	0.9
CCCCCn1c(N2CCC(C(N)=O)CC2)nc2c1c(=O)[nH]c(=O)n2C	-1	1.1	1%	1	2	7	-0.4	-7	0.9
COc1cc(/C=N/n2c(C)nnc2C)cc(OC)c1OC	-7	1.1	3%	0.99	12	/	-1.2	-2	0.9
C=CCn1c(-c2ccccc2)c[nH]c1=S	-6	1	4%	0.99	6	-4	-2.2	53*	1.2
Cc1cc(Cl)ccc1OCC(=O)Nn1c(C)ccc1C	-1	1	2%	1	2	-4	2.1	-7	0.9
CCc1ccc(NS(=O)(=O)c2cc(OC)ccc2OC)cc1	0	1.1	7%	0.99	36	9	0.7	16	0.9
Cc1cccc(CS(=O)(=O)Cc2ccc(C(=O)NCc3ccco3)o2)c1	12	1.1	7%	0.99	2	0	-2.5	8	1
COc1cccc(NC(=O)CNC(=O)c2cccs2)c1	0	1.1	2%	1	-6	0	6.2	18	0.9
COc1ccccc1NC(=O)C(C)NS(=O)(=O)c1ccc(Cl)cc1 (configuration not stated)	-49	1.1	1%	1.1	5	8	-3.0	9	1
Cc1ccc(CNS(=O)(=O)c2ccc(C(C)(C)C)cc2)n1C	2	1.1	5%	1	-3	6	-0.4	-2	0.9

Looked up above:
For 5HT1a antag, COc1ccc(-c2cc(C(=O)N3CC4(C)CC3CC(C)(C)C4)no2)cc1 (configuration not stated) is entered as 4
For NADH coupling, Cc1ccc(CNS(=O)(=O)c2ccc(C(C)(C)C)cc2)n1C is entered as 5%

Remaining list, next part
SMILES	MMP-13 inhibitor	Autofluor 339	NADH coupling	A340 absorber	RORA act	5HT1a antag	5HT1a ag	SF-1 act	TNAP act DEA
CC1CCN(c2nc3ccccc3nc2C(C#N)C(=O)NC2CCCCC2)CC1 (configuration not stated)	-4	1.3	2%	1	-7	-7	-1.1	-9	0.9
CCOCCCNC(=O)c1cc2c(=O)n3cccc(C)c3nc2n1C	-22	2.1*	1%[fluoresces]	1.1	24	6	1.2	21	1
COc1ccccc1-c1c(C)oc2c(CN3CCN(CCO)CC3)c(O)ccc2c1=O	-297[fluorescence artefact?]	3.9*	1%[fluoresces]	1.1	0	-6	-3.2	-8	0.9
COc1ccc(CN(CC(=O)NCc2ccco2)C(=O)CCC(=O)Nc2nccs2)cc1	-1	1	1%	0.98	-9	-8	-2.5	18	0.8
O=C1CCCC2=C1C(O)(C(F)(F)F)C(=O)N2Cc1ccccc1 (configuration not stated)	5	0.98	7%	1	3	-2	-0.4	-3	1
O=C1CCN(Cc2nnnn2CC2CCCO2)c2ccccc2N1 (configuration not stated)	-2	1.1	5%	1	-5	5	0.3	-3	0.9
Cc1noc(/C=C/N(C)C)c1S(=O)(=O)N1CCC(C(=O)O)CC1	4	0.98	10%	1.3	1	0	-0.9	12	0.9
CCn1nc(CC(=O)Nc2nnc(CC(=O)N3CCCC3)s2)c2ccccc2c1=O	7	1.1	5%	1	-24	1	-0.3	-3	1
CSc1cccc(NC(=O)CN(c2ccc(C)cc2C)S(C)(=O)=O)c1	3	1.1	0%	1	0	-2	1.7	-2	1
